HP1b binding inh: HP1-beta chromodomain-methylated histone interaction inhibition. P83916. AlphaScreen HP1-beta / biotin-H3K9me3 peptide binding. Potency, µM (highest dose often 114 µM), without a hit: at the top dose activity change, negative = inhibition, hits mostly inhibitors. actives 0.56% (n = 390,000); also: potency is read from the fitted curve at half-maximal effect; nearly all actives have a fitted effect of over 70% in size; inactives centre near 23
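AlphaScreen: HP1-beta (50 nM) preformed 30 min with biotin-H3(1-18)K9me3 peptide (50 nM) in PBS pH 7.4, 0.01% Tween-20. Compound added for 30 min at RT, then streptavidin donor/nickel chelate acceptor beads (10 ug/mL) for 30 min.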
GLS inh: blocks human kidney-isoform glutaminase activity; GLS enzymatic activity, qHTS titration; Potency, µM (series often up to 45.5 µM), inactives show at the top dose activity change, negative = inhibition, actives largely listed as inhibitors; actives 0.21% (n = 410,000); also: potency is read from the fitted curve at half-maximal effect; % is scaled to controls: 0 for no effect and ±100 for the full control effect
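Read-out is an Amplex red fluorescence increase coupled through glutamate oxidase and HRP, measured before and after 30 min room-temperature incubation. hKGA is in 45 mM KH2PO4 (pH 8.2) with 0.02% Tween-20; glutamine added as 1mM solution.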
G9a block: blocks human histone lysine methyltransferase G9a; Q96KQ7; G9a H3K9 monomethylation, AlphaScreen, 2 h; Potency, µM (highest dose often 102 µM), for inactives: at the highest dose activity, negative = inhibition, most hits filed as inhibitors; actives 8.8% (n = 350,000); AID 504332; also: potency is read from the fitted curve at half-maximal effect; % is scaled to controls: 0 for no effect and ±100 for the full control effect; nearly all actives have a fitted effect of over 75% in size
Target sequence (Q96KQ7 913-1193 limits assumed): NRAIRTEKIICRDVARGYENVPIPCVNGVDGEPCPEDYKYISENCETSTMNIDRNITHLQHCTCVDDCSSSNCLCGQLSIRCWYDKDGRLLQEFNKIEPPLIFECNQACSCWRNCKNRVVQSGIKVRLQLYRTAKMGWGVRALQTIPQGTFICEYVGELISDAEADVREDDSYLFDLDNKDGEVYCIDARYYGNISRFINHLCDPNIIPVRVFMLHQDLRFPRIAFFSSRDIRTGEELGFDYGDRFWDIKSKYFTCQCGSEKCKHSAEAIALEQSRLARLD
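G9a (20 nM) was preincubated 15 min with compound, then reacted 2 h at room temperature with 500 nM biotin-H3K9 peptide and 20 µM SAM. Monomethyl-H3K9 detected by AlphaScreen using anti-H3K9me1 antibody.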
Tb PGK inh: blocks T. brucei phosphoglycerate kinase; actives 0.043% (n = 380,000); P07378; PGK/GAPDH coupled, Kinase-Glo luminescence, 60 min; Potency, µM (doses to about 57.5 µM), inactives show at the highest dose activity change, negative = inhibition, hits mostly inhibitors; also: potency is read from the fitted curve at half-maximal effect; % is scaled to controls: 0 for no effect and ±100 for the full control effect; nearly all actives have a fitted effect of over 60% in size
Target sequence (P07378 whole entry, looked up): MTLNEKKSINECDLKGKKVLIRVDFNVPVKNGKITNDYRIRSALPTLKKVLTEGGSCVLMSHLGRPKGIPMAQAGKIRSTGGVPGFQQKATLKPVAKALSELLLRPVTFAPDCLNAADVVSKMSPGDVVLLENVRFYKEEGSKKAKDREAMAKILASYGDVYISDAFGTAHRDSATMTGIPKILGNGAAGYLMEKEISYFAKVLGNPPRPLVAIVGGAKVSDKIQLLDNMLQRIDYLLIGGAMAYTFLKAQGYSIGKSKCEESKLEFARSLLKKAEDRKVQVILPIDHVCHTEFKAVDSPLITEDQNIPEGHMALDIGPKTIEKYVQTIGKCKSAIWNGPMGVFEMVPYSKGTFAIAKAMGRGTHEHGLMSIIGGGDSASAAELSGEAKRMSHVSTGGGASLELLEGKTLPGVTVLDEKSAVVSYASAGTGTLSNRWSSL
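Luminescent ATP detection (Kinase-Glo Plus) follows a 60-minute room-temperature incubation, with wells lacking PGK as controls. Buffer: 100 mM TEA (pH 7.6), 5 mM MgCl2, 0.01% Tween-20. Coupling enzyme GAPDH (100 nM final) supplies unstable 1,3-BPG in-well.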
Pin1 inh: human Pin1 inhibition; actives 0.009% (n = 390,000); Q13526; Potency, µM (doses to about 115 µM), for the others: at the highest dose activity, negative = inhibition, usual class: inhibitors; Pin1 FP peptide displacement, HiFluor488, 10 min; active = well fitted inhibition curve with a large enough effect in the polarisation, with a control signal flat, not every such curve was filed as active; inconclusive = small, poorly fitted or top-dose-only effect, or effect the other way, or a change in a side signal; inactive = no such curve, though single readings can be large or run the other way; the % refers to the polarisation; also: potency is read from the fitted curve at half-maximal effect; % is scaled to controls: 0 for no effect and ±100 for the full control effect
Target sequence (Q13526 whole entry, looked up): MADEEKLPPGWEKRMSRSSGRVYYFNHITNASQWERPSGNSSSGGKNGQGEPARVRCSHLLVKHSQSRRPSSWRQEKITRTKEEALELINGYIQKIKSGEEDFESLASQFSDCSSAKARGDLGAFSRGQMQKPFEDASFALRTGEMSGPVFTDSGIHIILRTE
JMJD2A Tudor inh: JMJD2A Tudor domain (human) inhibition. O75164. AlphaScreen JMJD2A-Tudor / H3K4me3 peptide binding. Potency, µM (doses to about 114 µM), for inactives: at the top dose activity change, negative = inhibition, most hits filed as inhibitors. actives 4.4% (n = 390,000). AID 504339; also: potency is read from the fitted curve at half-maximal effect; % is scaled to controls: 0 for no effect and ±100 for the full control effect; nearly all actives have a fitted effect of over 50% in size
BAZ2B inh: inhibitors of human BAZ2B bromodomain; Q9UIF8; AlphaScreen BAZ2B-H3K14Ac peptide displacement; Potency, µM (highest dose often 114 µM), inactives show at the highest dose activity change, negative = inhibition, actives largely listed as inhibitors; actives 4.4% (n = 360,000); AID 504333; also: potency is read from the fitted curve at half-maximal effect; % is scaled to controls: 0 for no effect and ±100 for the full control effect; nearly all actives have a fitted effect of over 60% in size
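BAZ2B (50 nM) with biotin-H3(5-23)K14Ac peptide (50 nM) in PBS pH 7.4, 0.01% Tween-20, preformed 30 min, then compound 30 min at room temperature; top concentration 110uM. AlphaScreen streptavidin donor/nickel chelate acceptor beads (10 ug/mL final), 20 min dark, signal read.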
ERG-DNA inh: blocks human ERG Ets domain binding to DNA. actives 0.028% (n = 370,000). AID 624246. Potency, µM (highest dose often 76.9 µM), for the others: at the top dose FP activity, negative = inhibition, most hits filed as inhibitors. fluorescence polarization, His-ERG Ets domain / labelled DNA. P11308; active = well fitted inhibition curve with a large enough effect in the polarisation, with a control signal flat; inconclusive = small, poorly fitted or top-dose-only effect, or effect the other way, or a change in a side signal; inactive = no such curve, though single readings can be large or run the other way; the % refers to the polarisation;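 also: polarization taken with two DNA probes labelled with fluorescein and Texas red; potency is read from the fitted curve at half-maximal effect; % of control where 0% means no effect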
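His-tagged ERG Ets domain (1 uM in the protein solution; 300mM KCl, 50mM Tris-HCl, 1mM EDTA, 1mM DTT, pH 7.5) received compound, then a probe mix of 5 nM fluorescein-DNA and 100nM Texas-615-DNA. Fluorescence polarization was read for both dyes.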
PI4K2A inh: blocks human PI4K2A kinase activity; Q9BTU6; purified PI4K2A, ADP-Glo luminescence, 1 h; hits give low values; activity change, negative = inhibition, % at 76.9 µM; actives 0.13% (n = 420,000); AID 1346378; in the data active = activity change below about -50%; inconclusive = mostly about -30% to -49%;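 also: -100% = wells without enzyme as full effect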
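PI4K2A activity was measured by ADP-Glo luminescence: enzyme (4 ug/mL stock) and phosphatidylinositol (1.2 mM stock) in Tris pH 7.5/MgCl2/EGTA/Triton X-100 buffer were reacted with ATP (300 microM stock) for one hour at ambient temperature.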
The depositor's hits bear a star; i = inactive; ? = inconclusive; nt = no result given; & = joins results of further samples; [ ] = remark or other dose. Unless noted, calls follow the shape of the dose curve; as a rule, active = well fitted curve in the direction sought with a large enough effect; inconclusive = small, poorly fitted or top-dose-only effect, or another doubt; inactive = no such curve, though single readings can be large; an effect the other way counts as inactive or inconclusive.

1	Cc1ccc(OCC(O)Cn2c(N3CCOCC3)nc3c2c(=O)[nH]c(=O)n3C)cc1 (stereo unspecified)
2	O=C(CSc1nc2c([nH]c3ccccc32)c(=O)n1-c1cccc(Cl)c1)c1ccccc1
3	CCOC(CNC(=O)Cn1nc(Cc2ccncc2)c2ccccc2c1=O)OCC
4	CCC1Oc2ccc(C)cc2N(CC(=O)NCCN2C(C)CCCC2C)C1=O (stereo unspecified)
5	O=C(NC(NC(=S)Nc1ccccc1O)C(Cl)(Cl)Cl)c1ccco1 (stereo unspecified)
6	CC1=NCCN1CCNC(=O)Nc1ccc(C(C)(C)C)cc1
7	COC(=O)/C(=C\C=C\c1ccccc1)NC(=O)c1ccccc1
8	Cc1ccc(CN2CCCN(Cc3c(C)cc(C)cc3C)S2(=O)=O)cc1
9	COCCSc1nnc(NC(=O)c2ccc3c(c2)OCO3)s1
10	Cc1csc2nc(CCNS(=O)(=O)c3ccccc3)cn12

entry no.	1	2	3	4	5	6	7	8	9	10
HP1b binding inh	-7%	29%[57 µM]	40%[activator]	5%	-10%	31%	-3%	75%&75%[activator]	52%[activator]	30%[57 µM]
GLS inh	-6%	0%	16%	11%	26%	-3%	-25%	-15%&2%	-14%	1%
G9a block	-9%	14%[59 µM]	4%[0.501 µM]	11%[59 µM]	-9%[59 µM]	-5%	-15%	85%[activator]	-40%	16%[59 µM]
Tb PGK inh	0%	8%	-1%	-1%[11.5 µM]	0%	-8%	0%	3%	-2%	-1%
Pin1 inh	-1%	-2%	0%	3%	3%	-8%	-1%	3%&1%	3%	-6%
JMJD2A Tudor inh	-14%[11.4 µM]	-1%	-5%	-14%	-23%	-6%	25µM*	27%&53%	-3%	6%
BAZ2B inh	-4%	1%	-12%	-2%	-1%	1%	-4%	8%&19%	-17%	0%
ERG-DNA inh	4%	-7%	4%	nt	-1%	6%	-3%	1%&-1%	-17%	-2%
PI4K2A inh	2	-2	0	-2	0	-4	-3	-1&-1	10	-1

11	Cc1ccc2c(c1)N(Cc1ccc3c(c1)OCO3)C(=O)C(C)O2 (stereo unspecified)
12	COC(=O)c1ccc(CSc2ccc3nnc(-c4ccccc4)n3n2)o1
13	CC1(C)SC(=S)N(Cc2ccc3c(c2)OCO3)C1N(O)C(=O)NC1CCCCC1 (stereo unspecified)
14	Cc1coc(C)c1C(=O)CC1(O)C(=O)N(Cc2ccccc2)c2ccccc21 (stereo unspecified)
15	COc1cc(Cl)c(C)cc1NC(=O)c1ccccc1-n1cnnn1
16	O=P1(NC2CCCCC2)OCC2(CO1)COP(=O)(NC1CCCCC1)OC2 (stereo unspecified)
17	Cc1cc(C)nc(N(C#N)CC(=O)Nc2ccccc2)n1
18	CC1C(=O)Nc2ccc(S(=O)(=O)NCCc3ccc(Cl)cc3)cc2NC1=O (stereo unspecified)
19	CNC(=S)Nc1cccc(S(=O)(=O)NC2=NCCC2)c1
20	CCCn1c(=O)c2sccc2n2c(CCCC(=O)N3CCN(c4ccccc4OC)CC3)nnc12

entry no.	11	12	13	14	15	16	17	18	19	20
HP1b binding inh	86%[activator]	16%	8%	?	1%	44%[activator]	11%	35%	23%	73%[activator]
GLS inh	1%	2%	5%	26%	-15%	-3%	6%	-2%	-5%	5%
G9a block	-5%[59 µM]	-18%[59 µM]	-27%	-39%[59 µM]	nt	nt	2%[59 µM]	7%	50µM*	16%[59 µM]
Tb PGK inh	i	-10%	i	i	-1%	-14%	-8%	6%	15%	i
Pin1 inh	0%	0%	2%	23%	-4%	-1%	4%	-14%	3%	-2%
JMJD2A Tudor inh	17%	-21%	-29%	89µM*	-23%	-14%	-8%	-10%	-1%	-3%
BAZ2B inh	17%	5%	-36%	?	nt	nt	5%	-23%	nt	7%
ERG-DNA inh	4%	13%	-14%	8%	3%	-4%	1%	7%	4%	10%
PI4K2A inh	0	-2	-2	-6	10	-4	-6	1	6	0

21	CCCC(=O)N1CCc2[nH]c3ccccc3c2C1
22	COc1ccc(OC)c(NC(=O)c2ccc(CN3CCc4ccccc4C3)cc2)c1
23	COc1ccccc1S(=O)(=O)Cc1ccc(C(=O)NCCCN2CCN(c3ccc(F)cc3)CC2)o1
24	CCN(CC1COc2ccccc2O1)C(=S)NCCCN(C)C (stereo unspecified)
25	O=C(Oc1ccc(C(=S)N2CCC(O)CC2)cc1)c1ccc(Cl)cc1
26	Nc1ccc(N2CCOCC2)c2nonc12
27	Cc1nc2ccc(N)cc2s1
28	COc1ccc(NS(=O)(=O)c2cccc(C(=O)OCC(=O)Nc3cc(C)on3)c2)cc1
29	COc1ccc(S(=O)(=O)Nc2cccc3ccc(O)cc23)cc1
30	COc1ccccc1OCCSc1nc(C)c(Cc2ccccc2)c(=O)[nH]1

entry no.	21	22	23	24	25	26	27	28	29	30
HP1b binding inh	?	9%	-3%	34%	40%[activator]	-2%	-12%	47%[activator]	4%	14%
GLS inh	2%	2%	26%	2%	-2%	35%[activator]	12%	8%	11µM*	0%
G9a block	40µM*	?	-3%	-29%	?	nt	-24%	-36%	nt	-12%
Tb PGK inh	i	0%	-6%	-1%	4%	1%	-6%	9%	0%	-7%
Pin1 inh	?	2%	-2%	-2%	-1%	nt	-1%	4%	-3%	-2%
JMJD2A Tudor inh	?	?	-40%	-19%	-14%	-33%	?	-2%[11.4 µM]	-13%	-9%
BAZ2B inh	-3%	-38%	?	-22%	-12%	?	8%	10%	nt	-7%
ERG-DNA inh	8%	?	-3%	8%	-2%	2%	-12%	3%	9%	3%
PI4K2A inh	2	-11	0	-5	2	-60*	1	-20	3	6

Part of the list above, reformatted.
item	smiles	HP1b binding inh	GLS inh	G9a block	Tb PGK inh	Pin1 inh	JMJD2A Tudor inh	BAZ2B inh	ERG-DNA inh	PI4K2A inh
21	CCCC(=O)N1CCc2[nH]c3ccccc3c2C1	?	2%	40µM*	i	?	?	-3%	8%	2
3	CCOC(CNC(=O)Cn1nc(Cc2ccncc2)c2ccccc2c1=O)OCC	40%[activator]	16%	4%[0.501 µM]	-1%	0%	-5%	-12%	4%	0
14	Cc1coc(C)c1C(=O)CC1(O)C(=O)N(Cc2ccccc2)c2ccccc21 (stereo unspecified)	?	26%	-39%[59 µM]	i	23%	89µM*	?	8%	-6

Additional entries follow:
31	Cc1ccc(NS(=O)(=O)c2ccc(C(=O)Nc3nncs3)cc2)cc1
32	Cc1ccc(F)cc1NC(=O)COC(=O)c1ccc2ncsc2c1
33	O=C(O)c1cnn2c(C(F)F)cc(C3CC3)nc12
34	CCCCOC(=O)c1ccc(NC(=O)c2cnc3ccc(C)cn3c2=O)cc1
35	Cc1cc(C(=O)N2CCN(C(=O)c3ccco3)CC2)ccc1[N+](=O)[O-]
36	O=C(/C=C1\C(=O)Nc2ccccc21)/C=C1\C(=O)Nc2ccccc21
37	COc1ccccc1NC(=O)C1CCN(S(=O)(=O)c2cccs2)CC1
38	CCS(=O)(=O)N1N=C(c2cccc(NS(C)(=O)=O)c2)CC1c1ccc(C)cc1 (stereo unspecified)
39	CN1C(=O)C(C)(C)c2cc(S(=O)(=O)NCc3ccc(C(=O)Nc4ccc(Cl)cc4)cc3)ccc21
40	CC(C)OCCCNC(=O)c1cc(-c2cccs2)nc2ccccc12
41	CC1CCCCN1S(=O)(=O)c1cccc2nonc12 (stereo unspecified)
42	C[C@H](CO)N1C[C@H](C)[C@@H](CN(C)C(=O)Nc2ccc(C(F)(F)F)cc2)Oc2ccc(NC(=O)c3ccncc3)cc2C1=O
43	COc1cccc(CNC(=O)Cc2ccc(NC(=O)N3CCSc4ncccc43)cc2)c1OC

entry no.	31	32	33	34	35	36	37	38	39	40	41	42	43
HP1b binding inh	32%	18%	28%	22%	46%[activator]	-1%	55%[activator]	29%	41%[activator]	43%[activator]	19%	13%	10%
GLS inh	-7%	5%	-2%	3%	2%	9%	-9%	-4%	0%	0%	-10%	?	-6%
G9a block	nt	-17%[12.7 µM]	21%	-4%[59 µM]	nt	7.1µM*	3%[12.7 µM]	-39%	-3%[59 µM]	22%[0.501 µM]	4%	nt	-2%[59 µM]
Tb PGK inh	i	-8%	-7%	-4%	2%	8%	i	-11%	8%	i	i	-2%	i
Pin1 inh	2%	55%[activator]	0%	-1%	4%	?	1%	34%[activator]	1%	0%	1%	-1%	0%
JMJD2A Tudor inh	-11%	?	-3%	-7%	5%	?	-8%	-2%	-6%	0%	-19%	-17%	-7%
BAZ2B inh	nt	?	-28%	1%	-1%	45µM*	-4%	nt	-16%	1%	-19%	nt	-15%
ERG-DNA inh	2%	-9%	-20%	-2%	2%	16%	-10%	18%	3%	-11%	3%	-14%	-4%
PI4K2A inh	-9	-9	4	-2	-4	-3	2	-1	4	0	-3	-4	1

Assay outcomes (PubChem)
